AmpC inh det – blocks E. coli AmpC beta-lactamase in presence of detergent. hit rate 0.09% among 71,000. P00811. purified AmpC, nitrocefin hydrolysis with detergent. Potency, µM (highest dose often 28.7 µM), for the others: at the top dose activity change, negative = inhibition; active = well fitted curve in the direction sought with a large enough effect
Target sequence (P00811 whole entry, looked up): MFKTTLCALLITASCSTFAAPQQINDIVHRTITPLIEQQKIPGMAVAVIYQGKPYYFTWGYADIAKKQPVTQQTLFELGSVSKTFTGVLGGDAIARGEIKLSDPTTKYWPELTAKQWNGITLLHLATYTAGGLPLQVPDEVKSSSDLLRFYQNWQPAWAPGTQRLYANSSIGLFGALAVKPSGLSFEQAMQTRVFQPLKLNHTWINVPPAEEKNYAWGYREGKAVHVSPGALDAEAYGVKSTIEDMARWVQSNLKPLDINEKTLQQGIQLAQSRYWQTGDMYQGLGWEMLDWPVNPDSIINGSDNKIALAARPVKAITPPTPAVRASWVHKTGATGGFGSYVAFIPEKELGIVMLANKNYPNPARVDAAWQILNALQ
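E. coli AmpC (5.3 nM) in 20 mM phosphate pH 7.0 with 0.01% Triton X-100, preincubated 15 min RT with compound; nitrocefin (2 uL of 800 uM stock) hydrolysis followed by 480 nm absorbance every 20 s over 4 min.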
An asterisk follows results filed as active; [ ] = dose if it differs, or a comment. % is scaled to controls: 0 for no effect and ±100 for the full control effect; potency is read from the fitted curve at half-maximal effect. A portion of the library, so the mix of outcomes need not match the whole.

molecule | AmpC inh det
COc1ccc(C)cc1NC(=O)C1CCCN(S(=O)(=O)c2cnc[nH]2)C1 (stereo not drawn) | 5%
COc1ccccc1NC(=O)c1ccc(S(=O)(=O)N2CCOCC2)cc1 | 33%
CC(=O)c1ccc(-n2nnnc2SCC(=O)N2CCc3ccccc3C2)cc1 | 8%
O=C(c1cccnc1NCc1ccc(F)cc1)N1CCOCC1 | 3%
Cc1ccc(S(=O)(=O)Nc2cc(C(=O)N3CCC4(CC3)OCCO4)ccc2N2CCCCC2)cc1 | -5%
COc1cc(OC)cc(-c2nnc(SCC(=O)Nc3cc(C)on3)o2)c1 | 1%
CN1CCN(c2ccccc2NC(=O)c2ccc(OCc3ccccc3)cc2)CC1 | -5%
CCSC1=C(C#N)C(c2ccc(Cl)cc2)C2=C(CCCC2=O)N1 (stereo not drawn) | 11%
COc1nc(-c2ccc(C)cc2)ccc1-c1noc(-c2ccco2)n1 | -1%
CCOC(=O)c1[nH]nc(C(=O)c2ccc(Br)cc2)c1O | -6%
CC(CCN)(CCN)[N+](=O)[O-] | -3%[5.75 µM]
COc1cccc(NC(=O)C2CCCN2C(=O)OCc2ccccc2)c1 (stereo not drawn) | -3%
N#CS.N=C=S.N=C=S.[Cu].[NH2-].[NH2-].[NH2-].[NH2-].c1ccc2ncccc2c1 | -2%[5.75 µM]
Cc1ccc(S(=O)(=O)N2CCC(C(=O)N3CCC(C(=O)NCc4cccnc4)CC3)CC2)cc1 | 10%
CCOC(=O)CSCc1c(C#N)c2ccccc2n1C | -3%
CC1Oc2ccccc2N(CC(=O)Nc2ccc3c(c2)OCO3)C1=O (stereo not drawn) | 8%
COc1ccccc1NC(=O)CC1Nc2ccccc2NC1=O (stereo not drawn) | -3%
CCCc1nc(Nc2nc3ccccc3o2)nc(C)c1C(=O)OCC | -7%
COc1ccc(CCn2c(O)c(C=NCc3ccc4c(c3)OCO4)c(=O)[nH]c2=O)cc1OC | -1%
Cc1ccc(C2C(C(=O)c3sc(C)nc3C)=C(O)C(=O)N2CCN2CCOCC2)o1 (stereo not drawn) | -5%

(more compounds)
molecule | AmpC inh det
CCN(CC)S(=O)(=O)c1ccc2c(c1)nc(SCC(=O)NC1CC1)n2-c1ccccc1OC | 13%
CCn1c(COc2cccc(OC)c2)nnc1SCC(=O)Nc1cc(OC)ccc1OC | -1%
Cc1cccc(C(C)(C)C)c1OCCn1ccnc1 | -3%
CCCN(CCC)CCNC(=O)c1cc2c(=O)n(C)c3ccccc3c2n1C | 13%
c1ccc(CNc2ncncc2-c2ccoc2)cc1 | 10%
Cc1ccccc1N1C(=O)c2cccc3c(N(C)CCO)ccc(c23)C1=O | 0%
CC1CCN(S(=O)(=O)c2ccc(Br)s2)CC1 | -3%
CCOc1ccc2[nH]c(=O)c(CN(Cc3nnnn3CCc3ccccc3)CC3CCCO3)cc2c1 (stereo not drawn) | -3%
CC(=O)OC(C(=O)NCc1ccc2c(c1)OCO2)c1ccccc1Cl (stereo not drawn) | -3%
COc1ccc(OC)c(Nc2nc(-c3cccs3)cs2)c1 | 13%
COc1ccc(CNC(=O)CSc2nnnn2Cc2ccccc2)cc1 | 2%
O=C(O)CCC(=O)N1CCN(c2nc3ccccc3s2)CC1 | 0%
COCCn1c(CN2CCN(c3ccc(OC)cc3)CC2)nc2c1c(=O)n(C)c(=O)n2C | 1%
CC1CN(C(=O)Cn2cnc3c2c(=O)n(C)c(=O)n3C)CC(C)O1 (stereo not drawn) | -4%
Cc1ccc(S(=O)(=O)N2CCOCC2)cc1C(=O)Nc1c(C)n(C)n(-c2ccccc2)c1=O | 9%
O=C(O)c1cc(Cl)cc(Cc2cc(Cl)cc(C(=O)O)c2O)c1O | -4%[5.75 µM]
Cc1ccccc1-c1cncnc1NCc1cccs1 | 6%
Cc1sc2nc(SCC(=O)c3cc(C)n(CC4CCCO4)c3C)n(C(C)C)c(=O)c2c1C (stereo not drawn) | 0%
COc1ccc(N2C(=O)CCC(C(=O)N3CCC(C(N)=O)CC3)C2c2ccc(F)cc2)cc1 (stereo not drawn) | -3%
O=C(c1ccco1)N1CCC2(CC1)CN(c1ccccc1)C2 | 6%

Further compounds.
molecule | AmpC inh det
O=C(O)C1CCCN1S(=O)(=O)c1cccc2cccnc12 (stereo not drawn) | 10%
C=CCn1c(SCc2nc3c(c(=O)[nH]c(=O)n3CCCC)n2CCC)nnc1-c1ccccc1 | 2%
Cc1c(NS(C)(=O)=O)c(=O)n(-c2ccccc2)n1C | 1%
CCOC(=O)Cc1csc(NC(=O)c2ccc3c(c2)OCO3)n1 | -3%
Cc1[nH]c2ccc(-c3nnc(SCC(=O)N4CCCc5ccccc54)o3)cc2c1C | 5%
CN1CCCN([C@@H](c2ccccc2)c2ccc(Cl)cc2)CC1 | 3%[12.8 µM]
COc1ccc(N(CC(O)CN2CCCCC2)S(=O)(=O)c2ccc(C)cc2)cc1 (stereo not drawn) | 8%
CC(C)(C)n1ncc2c(=O)n(CC(=O)N3CCc4ccccc43)cnc21 | 14%
CCOC(=O)C1=C(C)NC2=C(C(=O)CCC2)C1c1cccs1 (stereo not drawn) | -4%
CCCCNc1nc(C)nc2c1nc(-c1ccccc1)n2CCCN(C)C | 17%
Cc1noc(C)c1COC(=O)CCC(=O)c1ccc(F)cc1 | -3%
COc1ccc(C)cc1S(=O)(=O)Nc1cccc(SC)c1 | -3%
c1cncc(-c2cncnc2NC2CCNCC2)c1 | 6%
Cc1cc(C(=O)N2CCOCC2)n(-c2ccccc2)n1 | 6%
CCS(=O)(=O)NCC(c1cccnc1)N1CCN(c2ccc(F)cc2)CC1 (stereo not drawn) | -3%
CCC1(CC)Nc2ccccc2C(=O)N1c1ccc(NC(C)=O)cc1 | 9%
Cc1ccc(NC(=O)c2cc(C)on2)cc1 | 2%
CCOc1ccc(Nc2ncnc3c2cnn3-c2ccccc2)cc1 | 7%
CSc1ccc(-c2nnn(Cc3ccc(C)cc3)n2)cc1 | 9%
COc1ccc(NC(=O)N2CCC3(CC2)CCN(C(=O)c2ccncc2)CC3)cc1 | 0%

Single entries from the results shown.
Result for `CN1CCCN([C@@H](c2ccccc2)c2ccc(Cl)cc2)CC1` in AmpC inh det: 3%[12.8 µM]
Result for `Cc1cc(C(=O)N2CCOCC2)n(-c2ccccc2)n1` in AmpC inh det: 6%
Result for `CCOC(=O)C1=C(C)NC2=C(C(=O)CCC2)C1c1cccs1` (stereo not drawn) in AmpC inh det: -4%
Result for `O=C(O)C1CCCN1S(=O)(=O)c1cccc2cccnc12` (stereo not drawn) in AmpC inh det: 10%
Result for `CCC1(CC)Nc2ccccc2C(=O)N1c1ccc(NC(C)=O)cc1` in AmpC inh det: 9%
Result for `COc1ccc(N(CC(O)CN2CCCCC2)S(=O)(=O)c2ccc(C)cc2)cc1` (stereo not drawn) in AmpC inh det: 8%

The results go on.
molecule | AmpC inh det
CC(=O)N1CCN(C2=Nc3cccc4cccc2c34)CC1 | -6%
N#CC1=C(N)OC2=C(C(=O)CCC2)C12CCN(C(=O)OCc1ccccc1)CC2 | -3%
CCCc1cc(C(N)=O)c(NC(=O)C2CCCO2)s1 (stereo not drawn) | 9%
O=C(NCc1ccccn1)c1c(O)c2c([nH]c1=O)CCCC2 | -1%
O=C(NC1CCCCC1)c1ccc(S(=O)(=O)N2CCOCC2)cc1 | 6%
CC(C)CCNC(=O)CCNS(=O)(=O)c1ccc(Cl)cc1 | -4%
Cc1c(Cl)cccc1NC(=O)CC(C(=O)O)C1CCCO1 (stereo not drawn) | 0%
O=C(Nc1ccc(NC(=O)C2CC2)nc1)c1ccco1 | 8%
Cc1ccc(C(C)C)c(Oc2nnnn2-c2ccccc2)c1 | -3%
COc1ccc(OC)c(S(=O)(=O)N2c3cc(F)ccc3CCC2C)c1 (stereo not drawn) | -4%
CCN(CC)c1ccc(NC(=O)CN2CCN(CC(=O)Nc3ccc(F)cc3)CC2)cc1 | -1%
Cc1csc(-c2cnn(-c3ccccc3)c2NC(=O)c2ccccc2)n1 | -1%
COc1ccc(C(=O)NC2CC3CCCC(C2)N3CC(C)C)cc1OC (stereo not drawn) | 14%
CCOC(=O)c1c(N)sc(C(=O)N2CCOCC2)c1C | -4%
CC(=O)c1ccc(NC(=O)c2noc3c2CCCCC3)cc1 | -6%
CCOC(=O)C(NC(=O)CC)(Nc1ccc(S(=O)(=O)Nc2ncccn2)cc1)C(F)(F)F (stereo not drawn) | 10%
O=C(CSc1ncc(-c2ccc(F)cc2)n1Cc1ccco1)Nc1ccc2c(c1)OCO2 | 11%
CCn1c(C)c(C(C)=O)c(N2CCC(C(N)=O)CC2)nc1=S | -2%
CC(C)n1c(N2CCN(CC(=O)NCc3cccs3)CC2)nc2ccccc21 | 3%
N=C1C(c2ccccc2)=C(O)CN1Cc1ccco1 | 2%

Remaining list, next part.
molecule | AmpC inh det
O=C(CSc1nc2ccccc2c(=O)n1CC1CCCO1)NCC1CCCO1 (stereo not drawn) | 1%
Clc1cccc2sc(N3CCCCC3)nc12 | -2%
CCOC(=O)c1c(C)[nH]c(C(=O)OCC(=O)N2CCN(S(=O)(=O)c3ccccc3)CC2)c1C | 0%
COCCCn1c(=NC(=O)c2ccc3c(c2)OCO3)c(C#N)cc2c(=O)n3cccc(C)c3nc21 | -1%
Cc1cn[nH]c1 | -3%
COc1ccc(-n2c(=O)c(-c3cn(C)c4ccccc34)nc3cnc(N4CCNCC4)nc32)cc1 | -3%
C=CCc1c(C)c(C#N)c2nc3ccccc3n2c1NCCN(C)C | -4%
O=c1c2cc(N3CCOCC3)ccc2[nH]c(=S)n1CCCN1CCN(c2ccccc2F)CC1 | -4%
Cc1ccc(C(C(=O)NC(C)(C)C)N(CC2CCCO2)C(=O)Cn2nnc(-c3ccc(C)o3)n2)cc1 (stereo not drawn) | 1%
Fc1ccc2c(c1)nnn2C1CCN(Cc2ccccc2)CC1 | -2%
COc1ccccc1-c1nnc(NC(=O)C(C)C)s1 | -2%
COCc1[nH]nc2c1C1(C(=O)Nc3ccc(F)cc31)C(C#N)=C(N)O2 (stereo not drawn) | 11%
CCOC(=O)c1ccc(NS(=O)(=O)c2cccc3nsnc23)cc1 | -3%
COc1ccccc1NC(=O)CSc1nnc(C)n1Cc1ccccc1 | -8%
Cc1ccc(S(=O)(=O)NCC(=O)N(CC(=O)NC2CCCCC2)Cc2ccco2)cc1 | 0%
CC(=O)Nc1nc(-c2ccccc2)nc(C)c1C(C)=O | 8%
O=C(c1csnn1)N1CCC2(CC1)CN(c1ccccc1)C2 | -3%
NCCc1cnc[nH]1 | 0%
Cn1c(=O)c2c(nc(SCCN3CCCCC3)n2Cc2ccccc2)n(C)c1=O | 0%
O=C(NCC1COc2ccccc2O1)c1cn(Cc2ccc(F)cc2)nn1 (stereo not drawn) | 0%

Part of the list above, field by field.
> CC1CN(C(=O)Cn2cnc3c2c(=O)n(C)c(=O)n3C)CC(C)O1 (stereo not drawn)
  AmpC inh det: -4%

> COc1cccc(NC(=O)C2CCCN2C(=O)OCc2ccccc2)c1 (stereo not drawn)
  AmpC inh det: -3%

> CSc1ccc(-c2nnn(Cc3ccc(C)cc3)n2)cc1
  AmpC inh det: 9%

> Cc1ccc(S(=O)(=O)Nc2cc(C(=O)N3CCC4(CC3)OCCO4)ccc2N2CCCCC2)cc1
  AmpC inh det: -5%

Gathered by group: the entries above with bromine.
molecule | AmpC inh det
CCOC(=O)c1[nH]nc(C(=O)c2ccc(Br)cc2)c1O | -6%
CC1CCN(S(=O)(=O)c2ccc(Br)s2)CC1 | -3%

Further compounds
molecule | AmpC inh det
CCCN1c2cccc3cccc(c23)S1(=O)=O | 15%
CC1=C/C(=N/O)C([C@H]2C=C(C)CC(C)(C)[C@@H]2O)C(C)(C)C1 (stereo partly drawn) | -5%[5.75 µM]
O=C(CSc1nnc(Cc2cccs2)n1Cc1ccco1)Nc1ccc(Br)cc1 | -4%
CCOC(=O)NC(=O)CSc1nnc(C)s1 | -2%
Cn1nnnc1SCCNS(=O)(=O)c1ccccc1 | -1%
N#Cc1c(N)oc(-c2ccccc2)c1-c1ccccc1 | 5%
CCC(C)(C)NC(=O)C(c1ccccc1F)N(Cc1ccco1)C(=O)c1csnn1 (stereo not drawn) | -2%
Cc1ccc(C)c(SCC(=O)OCC(=O)Nc2ccc(S(=O)(=O)N3CCOCC3)cc2)c1 | -3%
COC(=O)C1=C(CSc2nnnn2C)NC(=O)NC1c1cc(C)ccc1C (stereo not drawn) | -1%
C[C@@H]1O[C@@H](O[C@H]2C[C@@H](O)[C@@]3(CO)[C@H]4[C@H](O)C[C@]5(C)[C@@H](C6=CC(=O)OC6)CC[C@]5(O)[C@H]4CC[C@@]3(O)C2)[C@@H](O)[C@H](O)[C@H]1O | -2%[5.75 µM]
COC(=O)CSc1nnc(-c2ccc(NS(=O)(=O)c3ccccc3)cc2)o1 | -3%
c1cc(-c2nc3ccccc3o2)nc(-c2nc3ccccc3o2)c1 | -6%
Cc1csc2nc(CNC(=O)c3ccco3)cn12 | -3%
O=C(Cn1ncc2c(=O)oc3ccccc3c21)N(Cc1ccco1)C1CCCCC1 | 10%
COc1ccc(C(=O)NCCn2cc(SCC(=O)Nc3cc(C)on3)c3ccccc32)cc1OC | -1%
O=C(c1ccc(CSCc2ccccc2F)o1)N1CCN(c2ccc(N3CCOCC3)nn2)CC1 | 11%
CSc1nnc(CNC(=O)c2ccccc2)n1-c1ccc(F)cc1 | 14%
c1cc(-c2nc3cc(Oc4ccc5oc(-c6ccncc6)nc5c4)ccc3o2)ccn1 | 14%
COc1cccc(C2CC(c3cccc(OC)c3)n3nc(N)nc3N2)c1 (stereo not drawn) | 12%
O=C(c1cnccn1)N1CCC2(CCN(Cc3nccs3)CC2)CC1 | 0%

Compound activity deposited in PubChem BioAssay by National Center for Advancing Translational Sciences (NCATS).
